Source: PubChem BioAssay (Broad Institute)
Casp6 inh: human caspase-6 inhibitors, primary screen, biochemical, VEID-R110 fluorescence, single point, set 2. P55212. purified caspase-6, Z-VEID-R110 cleavage fluorescence. inhibition, % at 12.5 µM. hit rate 0.53% among 350,000. AID 686996, 2013;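 active = mean inhibition across replicates at least about 35%, with every replicate also reaching that limit, limit read from the data; inconclusive = only one of the two criteria met; inactive = neither criterion met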;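 also: 0% = median of neutral control wells and 100% = no fluorescence left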
Target sequence (P55212 24-179 limits assumed): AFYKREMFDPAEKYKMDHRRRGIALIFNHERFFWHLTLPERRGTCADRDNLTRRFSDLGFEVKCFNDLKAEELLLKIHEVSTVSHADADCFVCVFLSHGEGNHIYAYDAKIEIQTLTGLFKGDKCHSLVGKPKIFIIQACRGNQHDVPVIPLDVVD
Target sequence (P55212 194-293 limits assumed): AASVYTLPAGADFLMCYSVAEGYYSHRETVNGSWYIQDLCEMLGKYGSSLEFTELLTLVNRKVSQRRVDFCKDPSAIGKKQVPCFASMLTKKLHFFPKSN
PAX8 reporter: inhibitors of PAX8-driven TPO luciferase reporter, primary screen, RMG-I cells, single concentration. SteadyGlo, 24 h. inhibition, % at 12.6 µM. hit rate 1.2% among 360,000;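 active = mean replicate inhibition at least 60% with every replicate also reaching 60%; inconclusive = only one of the two criteria is met; inactive = mean below 60% and not all replicates reaching 60%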;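 also: luciferase light reporting Pax8 driven TPO promoter activity; plate controls were median of neutral control wells for no effect and mitoxantrone controls for full effect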
DENV2 CPE rescue: inhibitors of DENV2 cytopathic effect, primary screen, cell-based, plate reader, single concentration; hit rate 1.7% among 350,000; CPE inhibition, % at 9.99 µM; AID 651640, 2012; DENV2-infected cells, cytopathic effect rescue; in the data active = CPE inhibition above about 20%, passing the limit was not always enough; inconclusive = no clear call, values can overlap the other calls; tested in BHK-21 cells;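 also: 0% = median of neutral control wells and 100% = median of positive control wells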
LGR2 inh: inhibitors of bursicon-induced LGR2 CRE-luciferase signal, primary screen, cell-based, HEK293, CRE-luciferase reporter, bursicon stimulation. Drosophila bursicon receptor LGR2 (rickets). bursicon-stimulated, 4 h. inhibition, % at 9.99 µM. hit rate 0.35% among 380,000. AID 720647, 2013;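 active = drop in luminescence signal, shown as inhibition above about 50% in the replicate tests, limit read from the data, passing the limit was not always enough; inconclusive = probably only some replicates passing the limit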;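 also: agonist challenge used bursicon conditioned medium at about half maximal strength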
EWS-Fli inh: EWS/Fli-driven NR0B1 reporter inhibitors, primary screen, A673 cells, NR0B1 luciferase, luminescence, MLPCN library; viability-normalised; inhibition, % at 12.6 µM; hit rate 0.67% among 350,000;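 active = mean inhibition of at least 50% after viability correction, with every replicate also passing that limit; inconclusive = mean reaches 50% but only one of two replicates passes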;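 also: firefly luciferase signal divided by Alamar Blue viability fluorescence both relative to DMSO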
SIRT5 block: SIRT5 desuccinylase inhibitors, primary screen, biochemical, fluorescence imaging, single point, set 5. NAD-dependent protein deacylase sirtuin-5, mitochondrial (Homo sapiens), Q9NXA8. Purified SirT5, succinyl-peptide AMC, trypsin-coupled fluorescence. inhibition, % at 15 µM. hit rate 1.1% among 330,000. AID 652115, 2013; in the data active = inhibition above about 15%; inconclusive = no clear call, values can overlap the other calls
Target sequence (Q9NXA8 whole entry, looked up): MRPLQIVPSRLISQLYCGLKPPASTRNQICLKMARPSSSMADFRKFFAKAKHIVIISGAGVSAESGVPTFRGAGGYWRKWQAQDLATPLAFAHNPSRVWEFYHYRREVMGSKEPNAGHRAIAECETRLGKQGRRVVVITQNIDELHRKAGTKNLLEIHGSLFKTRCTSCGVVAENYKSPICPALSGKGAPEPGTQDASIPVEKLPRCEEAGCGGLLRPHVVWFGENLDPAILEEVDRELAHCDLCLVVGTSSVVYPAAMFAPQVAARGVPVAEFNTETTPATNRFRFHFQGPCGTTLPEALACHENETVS
ARNT TACC3 PPI: disruptors of ARNT/TACC3 protein interaction, primary screen, biochemical, AlphaScreen, single concentration. AID 623870, 2012. AlphaScreen His-ARNT PAS-B/GST-TACC3 binding, luminescence; TACC3 fragment carries E629A point mutation. Transforming acidic coiled-coil-containing protein 3 (Homo sapiens), Q9Y6A5. hit rate 0.66% among 390,000. inhibition, % at 9.99 µM;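 active = mean inhibition of replicates at least 50% and at least half of replicates each reaching 50%; inconclusive = half or more replicates reach 50% but mean below 50%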;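 also: 0% = complete ARNT plus TACC3 wells and 100% = ARNT alone without TACC3; many hits fall short of the cut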
Active calls of the source: *; ? = inconclusive; · = not tested or not shown.

SMILES	Casp6 inh	PAX8 reporter	DENV2 CPE rescue	LGR2 inh	EWS-Fli inh	SIRT5 block	ARNT TACC3 PPI
O=C1c2ccccc2C(=O)N1CCn1ccnc1	-5	31	0	-5	7	-3	-2
C[C@H](CO)N1C[C@H](C)[C@H](CN(C)Cc2ccncc2)OCCCC[C@H](C)Oc2ccc(NC(=O)C3CCCCC3)cc2C1=O	-1	27	-11	-7	4	-2	-8
COc1ccccc1NC(=S)NC(NC(=O)C(C)C)C(Cl)(Cl)Cl (configuration not stated)	2	-3	1	4	4	3	-6
N#Cc1ccccc1CN1C(=O)c2ccccc2S1(=O)=O	4	-20	3	-6	-6	2	-1
CN(CC(=O)N1CCN(C2CCCCC2)CC1)S(=O)(=O)c1cccc2nsnc12	-1	·	·	-9	·	22*	-1
CC(C)c1ccc(N2C(=O)CC(NNC(=O)c3cccnc3)C2=O)cc1 (configuration not stated)	1	3	0	·	-2	3	-6
NS(=O)(=O)c1ccc(S(=O)(=O)N2CCN(C3CCCC3)CC2)cc1	2	-8	-5	9	-5	-1	-3
CCOC(=O)CN1C(=O)/C(=C/c2c(F)cccc2Cl)Oc2ccccc21	0	-100	-6	13	1	-3	·
COc1ccc(N(C(=O)CNC(=O)c2cccs2)C(C(=O)NCC2CCCO2)c2ccc(OC)c(OC)c2)cc1 (configuration not stated)	1	-6	-4	7	1	-5	1
COc1ccc(NC(=O)CN(C)C(=O)Cc2ccsc2)cc1	6	9	-7	0	-9	-4	·
CCOc1ccc(OCC)c(NC(=O)CN(c2ccc(OC)cc2)S(=O)(=O)c2c(C)noc2C)c1	0	25	?	-15	·	-1	17
CC(=O)N(C)C[C@H]1Oc2cc(-c3ccncc3)ccc2S(=O)(=O)N([C@@H](C)CO)C[C@@H]1C	2	·	11	-15	-8	0	-3
Cc1ccccc1-c1n[nH]c(=S)n1/N=C/c1ccc(-c2ccccc2Br)o1	2	-6	·	20	3	0	-30
COc1ccc(CCNC(=O)CS(=O)(=O)c2cn(CC(=O)N3CCOCC3)c3ccccc23)cc1OC	3	18	3	14	1	-2	-4
Cc1cc(C(=O)Nc2ccc(N3CCOCC3)c(Cl)c2)c(C)o1	1	-25	-3	-24	-29	-1	-10
CNC(=O)N(O)C1N(/N=C/c2ccc(C)cc2)C(=S)SC1(C)C (configuration not stated)	1	-7	0	26	-4	-3	-2
CCCNC(=O)C1(C)CCCN(C(=O)c2ccc(C)c(F)c2)C1 (configuration not stated)	-1	3	-9	4	2	·	·
COc1cc2nc(CN3CCN(S(=O)(=O)c4ccc(Cl)cc4)CC3)[nH]c(=O)c2cc1OC	2	14	-3	-6	-5	1	9
O=C(NCC[C@@H]1CC[C@@H](NS(=O)(=O)c2cccc(F)c2)[C@H](CO)O1)C1CC1	-1	-7	?	8	3	-1	-11
O=C([C@H]1[C@H](CO)[C@H]2Cn3c(ccc(-c4cncnc4)c3=O)[C@H]2N1CC1CC1)N1CCCCC1	1	-3	-4	-11	-11	1	3
CCCc1cc(C(=O)Nc2ccc(Cl)cn2)cs1	2	-199	0	17	24	1	-21
CC(=O)OC1CC(C)N(C(=O)c2ccccc2)c2ccc(C)cc21 (configuration not stated)	2	6	·	-5	·	-4	4
O=C(C[C@H]1C=C[C@@H](NC(=O)NC2CCCCC2)[C@@H](CO)O1)NCc1ccccc1	-4	-17	13	28	-10	0	-11
CCOc1ccccc1N(C(C)=O)S(=O)(=O)c1ccc(Cl)cc1	-4	-1	·	-8	-14	-8	-2
CCOC(=O)N1CCN(C(=O)/C(=C/c2ccc(F)cc2)NC(=O)c2ccccc2)CC1	0	-10	0	1	·	-1	-1
Next part:
SMILES	Casp6 inh	PAX8 reporter	DENV2 CPE rescue	LGR2 inh	EWS-Fli inh	SIRT5 block	ARNT TACC3 PPI
O=C(N/N=C/c1ccco1)c1[nH]ncc1Br	0	-54	2	-13	·	-1	3
CCN(c1cccc(C)c1)S(=O)(=O)c1cc(CN2C(=O)c3cccnc3C2=O)ccc1OC	1	0	1	-13	2	2	-5
Cc1cc(C(=O)Nc2cccc3c2O[C@H](CN(C)C)[C@H](C)CN([C@@H](C)CO)C3=O)n(C)n1	-4	-26	28*	13	5	2	-13
O=C(NCCCc1ccc(F)cc1)C1CCC(=O)N(CCCN2CCCC2=O)C1 (configuration not stated)	-1	1	4	-5	·	-3	-15
CC(C(=O)Nc1ccc(S(=O)(=O)N2CCOCC2)cc1)N1CCN(c2ccccn2)CC1 (configuration not stated)	-8	-3	3	5	4	29*	5
CO[C@@H]1CN(C)C(=O)c2ccc(NC(=O)Nc3ccccc3)cc2OC[C@H](C)NC[C@@H]1C	-1	·	0	-7	0	2	-2
COc1ccc(C(=O)NCCc2ccccc2)cc1OC	-2	-9	-3	-40	-90	-4	-6
C[C@@H]1CN([C@@H](C)CO)C(=O)c2cc(C#CC3CCCCC3)cnc2O[C@H]1CN(C)C(=O)C1CCCCC1	-2	·	-10	10	20	2	4
O=C(Nc1cccc(F)c1)N1C[C@@H]2[C@H](c3ccccc31)[C@H](CO)N2C(=O)C1CCOCC1	2	-18	8	-7	-7	2	-12
C[C@H]1CN([C@@H](C)CO)C(=O)c2cc(C#CC3CCCCC3)cnc2O[C@@H]1CN(C)S(C)(=O)=O	2	12	1	8	7	3	0
CNC(=O)c1cc2c(-c3ccccc3)nn(C)c2s1	-2	21	-3	3	17	-7	7
CC(C)c1nnc(NC(=O)c2ccc(N3C(=O)CCC3=O)cc2)s1	0	-88	2	-1	-6	-1	-4
CC(C)Oc1ccc(S(=O)(=O)N2CCCCC2)cc1NC(=O)CN1C(=O)NC(C)(C2CC2)C1=O (configuration not stated)	0	3	-2	-1	6	0	6
CCc1nnc(NC(=O)CSc2nnc(Cc3cc(=O)[nH]c(=O)[nH]3)n2-c2cccc(OC)c2)s1	2	-17	·	-3	2	·	·
C[C@@H]1CN([C@H](C)CO)C(=O)c2cc(C#CC3CCCCC3)cnc2O[C@@H]1CN(C)S(=O)(=O)c1cccc(F)c1	5	5	15	-9	-13	6	-1
CCC(=O)N(C)C[C@H]1Oc2cc(C#CCN(C)C)ccc2S(=O)(=O)N([C@@H](C)CO)C[C@H]1C	-2	·	-8	-5	-1	2	-8
O=C(CCNC(=O)c1ccc(Cl)cc1)NCC(c1ccco1)N1CCCC1 (configuration not stated)	0	-6	0	-1	3	-1	1
COc1ccc(/C=C/C(=O)NC(=S)Nc2ccc(C(=O)O)cc2)cc1	·	1	·	-11	·	·	3
Cc1nc2c(cnn2-c2ccccc2)c(=O)[nH]1	-3	-13	2	-7	-12	2	3
Cc1ccc2[nH]c(O)c(N=O)c2c1	-1	-3	7	7	4	-2	1
COc1ccc(C2=CC(=O)CC(c3ccccc3)C2)cc1 (configuration not stated)	2	2	14	-18	2	0	1
O[C@@H](Cc1ccccc1)[C@@H](/C=C/C1CC1)N(CC#Cc1ccccc1)Cc1ccccc1Br	2	5	14	·	11	2	3
O=C1C=C(c2ccccc2)C(c2ccccc2)C1O (configuration not stated)	-3	-1	3	37	-19	-3	-3
Cc1cc(=O)n2nc(N3CCC(C(=O)NCCc4ccc(Cl)cc4)CC3)sc2n1	3	14	5	0	-4	0	2
Cc1cccc(S(=O)(=O)N2C[C@@H](O)COC[C@@H]3O[C@H](CC(=O)NCc4ccc5c(c4)OCO5)CC[C@H]32)c1	0	5	-6	-19	5	-4	-1

Random excerpt: seven records from the list.
SMILES	Casp6 inh	PAX8 reporter	DENV2 CPE rescue	LGR2 inh	EWS-Fli inh	SIRT5 block	ARNT TACC3 PPI
C[C@H]1CN([C@@H](C)CO)C(=O)c2cc(C#CC3CCCCC3)cnc2O[C@@H]1CN(C)S(C)(=O)=O	2	12	1	8	7	3	0
Cc1cc(C(=O)Nc2cccc3c2O[C@H](CN(C)C)[C@H](C)CN([C@@H](C)CO)C3=O)n(C)n1	-4	-26	28*	13	5	2	-13
O=C(NCCCc1ccc(F)cc1)C1CCC(=O)N(CCCN2CCCC2=O)C1 (configuration not stated)	-1	1	4	-5	·	-3	-15
CO[C@@H]1CN(C)C(=O)c2ccc(NC(=O)Nc3ccccc3)cc2OC[C@H](C)NC[C@@H]1C	-1	·	0	-7	0	2	-2
COc1ccc(/C=C/C(=O)NC(=S)Nc2ccc(C(=O)O)cc2)cc1	·	1	·	-11	·	·	3
CC(C(=O)Nc1ccc(S(=O)(=O)N2CCOCC2)cc1)N1CCN(c2ccccn2)CC1 (configuration not stated)	-8	-3	3	5	4	29*	5
COc1ccc(C(=O)NCCc2ccccc2)cc1OC	-2	-9	-3	-40	-90	-4	-6

Further records
SMILES	Casp6 inh	PAX8 reporter	DENV2 CPE rescue	LGR2 inh	EWS-Fli inh	SIRT5 block	ARNT TACC3 PPI
COCCNC(=S)Nc1ccc(S(=O)(=O)Nc2cnc3ccccc3n2)cc1	0	12	-9	19	6	-1	-5
CCOC(=O)C1CCN(C(=O)c2ccccc2NS(=O)(=O)c2ccccc2)CC1	-2	3	7	-8	5	-1	-2
CCCC#Cc1ccc2c(c1)O[C@@H](CN(C)C(=O)C1CCC1)[C@H](C)CN([C@@H](C)CO)S2(=O)=O	10	·	0	11	33	-2	2
COc1ccc(-c2ccc([C@@H]3[C@@H](CO)N4C(=O)CN(Cc5ccccc5)C[C@H]34)cc2)cc1	3	-13	-8	2	-4	1	·
C/C=C/c1ccc([C@@H]2[C@@H](CO)N(C(=O)CC)[C@@H]2CNC(=O)CC)cc1	1	-8	-5	-4	-8	4	-1
CC(NC(=O)NC(=O)c1ccc(Cl)cc1Cl)C1CC1 (configuration not stated)	-2	-55	-4	-64	-36	1	0
O=c1c2ccccc2cnn1-c1nc2ccccc2[nH]1	-1	114*	-6	100*	91*	-7	2
CCS(=O)(=O)N1[C@H](C#N)[C@@H](c2ccc(C#CC(C)C)cc2)[C@@H]1CO	-1	6	-9	-6	6	0	-5
C[C@@H]1CN([C@@H](C)CO)C(=O)c2cc(NC(=O)CCN3CCOCC3)ccc2O[C@@H]1CN(C)Cc1ccc(-c2ccccc2)cc1	5	43	0	-7	·	-2	0
CCN1C(=O)[C@H]2[C@@H](c3ccc(C)cc3)N[C@]3(CCCN(Cc4ccc(OC)cc4)C3=O)[C@H]2C1=O	3	-21	-5	4	3	-5	·
CCOC(=O)C1CCN(C(=O)CN(c2cc(Cl)ccc2OC)S(=O)(=O)c2ccccc2)CC1	0	-12	·	-1	·	0	-9
N#CCCN(Cc1ccccc1)C(=O)c1cccs1	-3	21	11	-4	20	1	-1
COc1ccc(S(=O)(=O)N(C)C[C@H]2OCCCC[C@@H](C)Oc3ccc(NC(=O)CCCCCC(=O)Nc4ccccc4N)cc3C(=O)N([C@H](C)CO)C[C@@H]2C)cc1	·	-2	7	-14	12	·	-10

One compound at a time (already shown).
CC(NC(=O)NC(=O)c1ccc(Cl)cc1Cl)C1CC1 (configuration not stated) is listed with Casp6 inh = -2; PAX8 reporter = -55; DENV2 CPE rescue = -4; LGR2 inh = -64; EWS-Fli inh = -36; SIRT5 block = 1; ARNT TACC3 PPI = 0
CCOC(=O)C1CCN(C(=O)c2ccccc2NS(=O)(=O)c2ccccc2)CC1 is listed with Casp6 inh = -2; PAX8 reporter = 3; DENV2 CPE rescue = 7; LGR2 inh = -8; EWS-Fli inh = 5; SIRT5 block = -1; ARNT TACC3 PPI = -2
